GAA glycogen mod = qHTS Assay for Inhibitors and Activators of Human alpha-Glucosidase Cleavage of Glycogen | Lysosomal alpha-glucosidase (Homo sapiens), P10253 | Potency, µM (highest dose often 76.4 µM), inactives show top-dose activity change, negative = inhibition, actives largely listed as inhibitors | recombinant GAA, glycogen substrate, Amplex Red glucose oxidase fluorescence | 300,000 tested, 0.38% active; active = well fitted inhibition curve with a large enough effect; inconclusive = small, poorly fitted or top-dose-only effect, or another doubt; inactive = no such curve, though single readings can be large or run the other way;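 note: 0% = full enzyme reaction and -100% = no-enzyme basal signal; the screen sought inhibitors and activators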
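Recombinant enzyme (4 nM final) with compounds titrated up to 77 uM and bovine liver glycogen (30 ug) in citrate pH 5.0, 0.01% Tween-20, 37 C 40 min. Released glucose detected by Amplex Red/glucose oxidase (Ex 573/Em 610); AC50 from Hill fits.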
* = called active by the depositor; ? = inconclusive; [ ] = remark or other dose. Potency is the fitted concentration of half-maximal effect.

GAA glycogen mod,canonical_smiles
-8%[76.3 µM],CCCn1c(C(C)Nc2nc(-c3cccc(Br)c3)cs2)nc2ccccc21 (configuration not stated)
6%,CC(C)n1ncc(N2CCOCC2)c(Cl)c1=O
2%,C[C@]12CCC3C(CC[C@H]4CC(O)CC[C@]34C)C1CC/C2=N/NC(=O)c1ccncc1 (some centres not stated)
0%[76.3 µM],Cc1cc(OCC(=O)NCCc2ccc(Cl)cc2)c2c(C)cc(=O)oc2c1
-10%[76.3 µM],COc1ccc(CC(=O)Oc2ccc(C)cc2C)cc1
8%,CC(=O)Nc1ccc(NC(=O)[C@H](C)NC(=O)c2ccco2)cc1
-4%[76.3 µM],COc1c(Cl)cc(Cl)cc1C(=O)Nc1ccc(CN2CCOCC2)cc1
-6%[76.3 µM],COc1ccc(Cl)cc1NC(=O)CCN1CCN(Cc2ccccc2)CC1
19%[76.3 µM],O=S1(=O)CCO[C@H]2Cc3ccccc3[C@H]2N1Cc1ccc(F)cc1
2%[76.3 µM],CCN(CC)C(=O)CSc1cn(CC(=O)N2CCCCCC2)c2ccccc12
4%,COc1ccc(C(C(=O)NCc2ccc(F)cc2)N(C(=O)c2csnn2)C2CC2)cc1 (configuration not stated)
0%[76.3 µM],COc1ccc(CCNC(=O)c2nn(C)c3c2CS(=O)(=O)c2ccccc2-3)cc1OC
2%,COC(=O)Cc1c(C)c2ccc(OC3CCCCC3=O)cc2oc1=O (configuration not stated)
4%[76.3 µM],Nc1nonc1-n1nnc(C(=O)N/N=C/c2cccc(Cl)c2)c1-c1cccs1
?,CCc1ccc(-c2[nH]c3c(c2-c2sc(C)c(C(=O)OC)c2O)c(=O)[nH]c(=O)n3C)cc1
-13%[76.3 µM],Cc1cccc(N2CCN(C(=O)COc3ccc4ccc(=O)oc4c3)CC2)c1C
6%[76.3 µM],CCOC(=O)C1CCN(C(=O)c2ccc3c(c2)NC(=O)/C(=C/c2ccccc2)S3)CC1
-2%,O=C(NC(Cc1ccccc1)C(=O)O)/C(=C/c1ccc([N+](=O)[O-])cc1)NC(=O)c1ccco1 (configuration not stated)
-5%[76.3 µM],CC1Sc2ccc(S(=O)(=O)N3CCN(c4cccc(Cl)c4)CC3)cc2NC1=O (configuration not stated)
-2%[76.3 µM],O=C(Nc1ccc(C(=O)NCC2CCN(Cc3ccccc3F)CC2)cc1)C1=CSCCO1
-16%[76.3 µM],O=C(NC1CCN(S(=O)(=O)c2ccc(F)cc2)CC1)c1ccc(F)cc1
8%[76.3 µM],CC(C)Oc1cccc(NC(=O)C2CCN(S(=O)(=O)Cc3ccccc3)CC2)c1
-8%[76.3 µM],O=[N+]([O-])c1ccc(CN2CCN(c3ccc(F)cc3)CC2)o1
8%[76.3 µM],CCOC(=O)C1CCN(C(=O)CN2c3ccc(C(C)C)cc3-c3ccccc3S2(=O)=O)CC1
10%[76.3 µM],O=C(NC1CCCC1)C1CCN(C(=O)c2ccc(Cl)cc2Cl)CC1
-3%[76.3 µM],COc1ccccc1NC(=O)C(C)N1C(=O)c2ccccc2C1=O (configuration not stated)
0%[76.3 µM],CC(=O)N1N=C(c2ccccc2)CC1c1ccc(F)cc1 (configuration not stated)
-4%,Cc1ccc(S(=O)(=O)N(Cc2cccnc2)Cc2cc3ccccc3[nH]c2=O)cc1
-6%[76.3 µM],O=C(CNC(=O)c1ccc(OC(F)F)cc1)NCC1CCCO1 (configuration not stated)
-29%[76.3 µM],Cc1ccc(N(CC(O)CN2C(=O)NC(C)(C)C2=O)S(=O)(=O)c2ccc([N+](=O)[O-])cc2)cc1 (configuration not stated)

The closing 3 records of the part before lead into the next:
GAA glycogen mod,canonical_smiles
-4%,Cc1ccc(S(=O)(=O)N(Cc2cccnc2)Cc2cc3ccccc3[nH]c2=O)cc1
-6%[76.3 µM],O=C(CNC(=O)c1ccc(OC(F)F)cc1)NCC1CCCO1 (configuration not stated)
-29%[76.3 µM],Cc1ccc(N(CC(O)CN2C(=O)NC(C)(C)C2=O)S(=O)(=O)c2ccc([N+](=O)[O-])cc2)cc1 (configuration not stated)
3%[76.3 µM],CC(=O)c1ccc(OCc2cc(C(=O)N3CCC(c4ccncc4)CC3)no2)cc1
-9%[76.3 µM],Cc1ccc(C)c(N2CCN(S(=O)(=O)c3ccc(-c4ccc(=O)[nH]n4)o3)CC2)c1
-5%[76.3 µM],CN1CCN(C(=O)c2ccc(CNS(=O)(=O)c3cccc(Cl)c3)cc2)CC1
4%[76.3 µM],COc1cc(NC(=S)NC(=O)CCc2ccccc2)cc(OC)c1
-4%,CCCCN(CC)CCNC(=O)c1cc2c(-c3ccccc3F)nn(C)c2s1
-16%[76.3 µM],Cc1cnc(NC(=O)NCC2CCCC(CNC(=O)Nc3ncc(C)s3)C2)s1 (configuration not stated)
9%,CC(C)c1ccc(C2NC(=O)c3ccccc3O2)cc1 (configuration not stated)
-3%[76.3 µM],O=C(CCc1ccccc1)NNC(=O)c1ccc(Cl)cc1
14%[76.3 µM],Cc1ccc(S(=O)(=O)Nc2cc(=O)[nH]c(SCC(=O)Nc3cccc(C(F)(F)F)c3)n2)cc1
0%[76.3 µM],CN(C)c1ccc(/C=N/Nc2nncc3ccccc23)cc1
3%,COCCn1c(=O)c2c(nc3n2CCCN3CCc2ccc(OC)c(OC)c2)n(C)c1=O
5%,CCCCNC(=O)CCc1nc2cccnc2n1Cc1ccccc1
-6%,Cc1cc(C)cc(N2C(=O)CN(Cc3ccccc3)C2=S)c1
0%,CCCCNc1nc2ccccc2nc1NS(=O)(=O)c1ccc(F)cc1
4%[76.3 µM],CCOc1ccc(CNC(=O)C(=O)c2cn(CC(=O)N3CCOCC3)c3ccccc23)cc1OC
-7%[76.3 µM],Cc1cc(C)cc(OC(=O)c2cc(-c3ccc4c(c3)OCCO4)on2)c1
13%[76.3 µM],Cc1ccc(CNC(=O)COCc2cc(-c3ccc4c(c3)OCO4)on2)cc1
3%[76.3 µM],CCCCCc1ccc(-c2cn(Cc3cccc(OC)c3)nn2)cc1
-15%[76.3 µM],CCOc1ccc(N(CC(=O)Nc2cccc(Br)c2)S(C)(=O)=O)cc1
-1%[76.3 µM],COCCc1nc2ccc(C(=O)N3CCCC(CCCO)C3)cc2o1 (configuration not stated)
5%[76.3 µM],COCCn1c(N)c(Sc2ccc(Cl)cc2)c(=O)[nH]c1=O
2%,CCN(CC)c1nc(-c2ccc(C(=O)NN)cc2)nc(-c2ccc(C(=O)NN)cc2)n1
12%[76.3 µM],COc1ccc(NC(=O)CCNC(=O)c2ccco2)c(OC)c1
4%[76.3 µM],COc1ccccc1CNC1CCCc2ccccc21 (configuration not stated)
0%,CCOc1ccccc1N1CCN(C(=O)c2cc3cc(OC)ccc3[nH]2)CC1
5%,CCN(CC)CC(=O)N1c2ccccc2Sc2ccccc21
-1%,O=c1[nH]c(/C=C/c2ccccn2)nc2ccccc12
4%,CCNC(=S)Nc1ccc(Cc2nc3ccccc3[nH]2)cc1
-3%[76.3 µM],C=CCC1NS(=O)(=O)OC(CCCC)C1O (configuration not stated)
-2%[76.3 µM],O=C(c1ccc(Br)c(S(=O)(=O)N2CCCCC2)c1)N1CCCCC1
6%,CC(=O)N1c2ccccc2-c2nc3ccccc3n2C1C (configuration not stated)
-5%[76.3 µM],COC(=O)c1cc(S(=O)(=O)N2CCCC2=O)c(Cl)cc1Cl
-7%[76.3 µM],CC(NC(=O)Cc1ccc(NC2=NC3CS(=O)(=O)CC3S2)cc1)c1ccccc1 (configuration not stated)
-6%,COc1ccc(CN(CC(=O)NC2CCCC2)C(=O)CCC(=O)Nc2nccs2)cc1
-19%[76.3 µM],Cc1nn(CC(=O)NCCCN2CC(C)CC(C)C2)c(=O)c2cccn12 (configuration not stated)
14%[76.3 µM],CSc1ncc(C(=O)Nc2cccc(S(N)(=O)=O)c2)n1-c1ccccc1
-11%[76.3 µM],O=S(=O)(NN=C1CCCCCC1)c1ccccc1
-13%[76.3 µM],CCc1ccc(NC(=O)N2CCc3ccccc3C2)cc1
-6%[76.3 µM],CCCn1cnc2cc(NC(=O)c3ccco3)ccc21
1%[76.3 µM],CCCOC(=O)C1=C(C)NC(=O)NC1c1cccc2ccccc12 (configuration not stated)
-12%,O=C(Nc1ccc2c(c1)C(=O)OC2)c1ccc(Cl)cc1Cl
0%,CCOc1ccc(NC(=S)N2CCC(c3ccc(C)cc3)C2)cc1 (configuration not stated)
3%,COc1ccccc1CSc1nc2c(c(=O)n(C)c(=O)n2C)n1C
-7%[76.3 µM],Cc1cc(C)n2nc(CNS(=O)(=O)c3ccc(F)c(C)c3)nc2n1
-14%[76.3 µM],COc1ccccc1CCC(=O)NC1CCCN(c2ccc(C(F)(F)F)cn2)C1 (configuration not stated)
-2%,N#Cc1c(-c2ccccc2)cc(-c2ccccc2)nc1SCC(=O)O
9%[76.3 µM],COc1ccc(S(=O)(=O)N(CC(=O)NCc2ccccn2)Cc2ccccc2)cc1
-6%[76.3 µM],CCOc1ccc(Nc2nnc(-n3nc(C)cc3C)c3ccccc23)cc1
-8%[76.3 µM],CC(C)Cc1ccc(CN2CCCC(NC(=O)Cn3cnnn3)C2)cc1 (configuration not stated)
2%,Cc1cc(C)n(C(=O)CN(C)S(=O)(=O)c2ccc([N+](=O)[O-])cc2)n1
2%,CCOC(=O)c1cc(-c2ccc([N+](=O)[O-])cc2)nc2c1c(=O)[nH]c(=O)n2Cc1ccccc1
11%[76.3 µM],O=C(c1ccccc1F)N(Cc1ccccc1)Cc1ccccc1
-1%[76.3 µM],CC(=O)N1CCOc2ccc(S(=O)(=O)N3CCC(C(=O)NCc4ccc(F)cc4)CC3)cc21
1%,CC(C)(C)c1ccc(-c2noc(CNC(=O)c3ccco3)n2)cc1
-2%[76.3 µM],CCOc1ccccc1NC(=O)C1CCN(S(=O)(=O)c2ccc3c(c2)CC(C)N3C(C)=O)CC1 (configuration not stated)
-9%[76.3 µM],CCCCC(=O)NC(c1ccc(N(C)C)cc1)c1ccc2cccnc2c1O (configuration not stated)
-12%[76.3 µM],Cc1ccc(S(=O)(=O)N2CN(CC3CCCO3)c3nc4ccccc4nc32)c(C)c1 (configuration not stated)
-3%[76.3 µM],O=C(Cn1c(=O)oc2ccccc21)Nc1ccc(Cl)cc1
0%,CC(=O)Nc1ccc(NC(=O)CCCCCn2nnc3ccccc3c2=O)cc1
-2%[76.3 µM],Cc1cc(C)nc(-n2nc(C)c3c2N(Cc2ccccc2F)C(=O)CC3c2ccc(Cl)cc2)n1 (configuration not stated)

A different layout for some results above.
COc1ccccc1CCC(=O)NC1CCCN(c2ccc(C(F)(F)F)cn2)C1 (configuration not stated)
  GAA glycogen mod = -14%[76.3 µM]

CCCCCc1ccc(-c2cn(Cc3cccc(OC)c3)nn2)cc1
  GAA glycogen mod = 3%[76.3 µM]

Cc1nn(CC(=O)NCCCN2CC(C)CC(C)C2)c(=O)c2cccn12 (configuration not stated)
  GAA glycogen mod = -19%[76.3 µM]

CCCCNC(=O)CCc1nc2cccnc2n1Cc1ccccc1
  GAA glycogen mod = 5%

Going on with the list.
GAA glycogen mod,canonical_smiles
2%[76.3 µM],O=C(O)c1ccc(N=C2NC(=O)C(CO)(CO)S2)cc1
-7%,O=C(COc1ccc(S(=O)(=O)N2CCCCC2)cc1)N1CCCC1
-1%[76.3 µM],Cc1ccc(C(=O)Nc2cccnc2)cc1S(=O)(=O)N1CCCC1
1%,Nc1ncnc2sc3c(c12)CCNC3
-1%[76.3 µM],Cc1ccccc1NS(=O)(=O)c1cccc2nonc12
15%[76.3 µM],Cc1cccc(NC(=O)c2ccc(CN3CC(=O)N4CCCCC4C3=O)cc2)c1C (configuration not stated)
10%,Cc1cc2oc(=O)cc(CN3CCOCC3)c2c(C)c1Cl
-14%[76.3 µM],Cc1ccc2c(c1)N(CC(=O)N1CCCC1)C(=O)c1cccnc1O2
0%[76.3 µM],CN1CCN(C(=O)CCN2C(=O)/C(=C\c3ccc(Cl)cc3)SC2=S)CC1
5%[76.3 µM],CS(=O)(=O)N(CC(=O)N1CCCC1)Cc1ccc(F)cc1
10%[76.3 µM],Cc1cccc(-c2noc(-c3cccnc3NCc3ccc(Cl)cc3)n2)c1
0%,COCC(C)n1c(SCc2ccc(C(=O)OC)cc2)nc2ccccc2c1=O (configuration not stated)
3%,COc1cccc(/C=N/n2c(C3CCCCC3)n[nH]c2=S)c1OC
-10%[76.3 µM],COCCn1c(=NC(=O)CSCC(=O)N2CCOCC2)sc2cc(C)ccc21
3%[76.3 µM],O=C(NCc1ccccc1F)c1ccncc1
0%,COc1ccc(CCNC(=O)CNCCc2ccc(F)cc2)cc1
1%,O=C(Nc1cc(F)ccc1F)C1CCN(S(=O)(=O)c2cccc3nonc23)CC1

7 compounds out of the list, ordered by molar mass, ascending:
GAA glycogen mod,canonical_smiles
4%[76.3 µM],COc1ccccc1CNC1CCCc2ccccc21 (configuration not stated)
5%,CCN(CC)CC(=O)N1c2ccccc2Sc2ccccc21
5%[76.3 µM],COCCn1c(N)c(Sc2ccc(Cl)cc2)c(=O)[nH]c1=O
-1%[76.3 µM],COCCc1nc2ccc(C(=O)N3CCCC(CCCO)C3)cc2o1 (configuration not stated)
19%[76.3 µM],O=S1(=O)CCO[C@H]2Cc3ccccc3[C@H]2N1Cc1ccc(F)cc1
-7%[76.3 µM],Cc1cc(C)n2nc(CNS(=O)(=O)c3ccc(F)c(C)c3)nc2n1
3%[76.3 µM],CC(=O)c1ccc(OCc2cc(C(=O)N3CCC(c4ccncc4)CC3)no2)cc1

Screening data as filed in PubChem BioAssay.

An excerpt; rates above refer to the full screens.
